# NadD block – blocks S. aureus nicotinate mononucleotide adenylyltransferase | purified NadD enzyme, colorimetric absorbance read-out | inhibition, % at 20 µM | 0.78% of 360,000 active; in the data active = inhibition above about 26%; also: some compounds past the cut are filed as inactive
# TbMetRS inhib – Trypanosoma brucei MetRS inhibition. purified T. brucei MetRS, ATP depletion, Kinase-Glo luminescence. inhibition, % at 11.9 µM. 0.4% of 360,000 active. AID 624268;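 active = inhibition above a per-plate cutoff of the control wells' mean inhibition plus 3 SD, cut at about 5.5% in these data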;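 also: 0% = DMSO wells median and 100% = median of wells with control inhibitor compound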
#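 Material: parasite MetRS enzyme / Replication: singlicate, one well per compound / Signal: luminescence of leftover ATP / Schedule: 2 h aminoacylation at 25 °C after 15 min preincubation / Medium: HEPES-MgCl2-KCl buffer plus DTT, spermine, BSA, pyrophosphatase / Doses: 11.9 µM single point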
# LMPTP block – blocks human LMPTP phosphatase; AID 651560; 0.22% of 360,000 active; inhibition, % at 20 µM; recombinant LMPTP-A, OMFP fluorogenic substrate, fluorescence intensity; P24666;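 active = compounds that cut the enzyme signal by at least half of the control window in the single-dose screen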;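 also: plate controls were DMSO wells with enzyme plus substrate for no effect and substrate without enzyme for full effect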
#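 Test system: LMPTP-A, protein tyrosine phosphatase of low molecular weight; Input: 0.625 nM enzyme; Incubation: 50 min dark incubation at room temperature; Signal: endpoint fluorescence intensity from OMFP dephosphorylation; Read-out basis: % inhibition versus control wells.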
# STEP block – STEP (human) phosphatase inhibition; inhibition, % at 20 µM; recombinant STEP, OMFP fluorogenic substrate, fluorescence; P54829; 0.25% of 360,000 active;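 active = inhibition at 20 µM, scaled per plate between control wells, above about 37%, limit read from the data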;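 also: 0% = DMSO with enzyme and substrate and 100% = substrate only without enzyme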
#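 Material: STEP (striatal-enriched tyrosine phosphatase) enzyme, cell-free; Compound dosing: 20 µM single dose in 1% DMSO; Technique: fluorescence read at 480 nm ex / 540 nm em; Times: reaction 20 min, ambient temperature; Medium: 50 mM Bis-Tris pH 6.0 with 2.5 mM DTT and 0.005% Tween 20; Also added: OMFP at 25 µM.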
# PABP1 MLLE inh – inhibitors of microRNA-mediated deadenylation, human PABP1 MLLE binding; 0.36% of 360,000 active; GST-MLLE / FITC-PAM2 fluorescence polarization; inhibition, % at 20 µM; AID 588489; in the data active = inhibition above about 35%, passing the limit was not always enough;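 also: plate controls were DMSO wells with GST-MLLE for no effect and wells lacking GST-MLLE protein for full effect; some results filed as inactive read as strong as hits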
# Scp1 inh – Scp-1 (human) phosphatase inhibition. 0.88% of 340,000 active. AID 493091. Recombinant Scp1, phosphopeptide, malachite green phosphate absorbance. inhibition, % at 20 µM;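 active = inhibition above about 50% at 20 µM, limit read from the data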;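 also: plate controls were DMSO wells with enzyme for no effect and wells lacking enzyme for full effect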
# Target sequence (Q9GZU7 76-261 limits assumed): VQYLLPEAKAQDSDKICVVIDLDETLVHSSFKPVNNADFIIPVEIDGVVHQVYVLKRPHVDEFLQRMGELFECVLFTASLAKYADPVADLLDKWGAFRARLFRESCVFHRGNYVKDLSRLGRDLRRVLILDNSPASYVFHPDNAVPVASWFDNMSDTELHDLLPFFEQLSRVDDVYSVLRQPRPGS
#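 Test system: SCP-1 catalytic domain; Buffer or medium: Acidic Tris acetate buffer with magnesium and detergent; Also added: Phosphorylated 17-residue peptide substrate; Compound: single 20 µM dose, 1% DMSO; Schedule: enzyme reaction 45 min at room temperature, colour 5 min, stabilisation 30 min; Signal: Phosphate-binding colour reagent, absorbance read at 630 nm.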
# SUMO1-SIM PPI – SUMO1-SIM interaction modulation; inhibition, % at 20 µM; SUMO1 binding to a labelled peptide, TR-FRET, 1 h; 0.33% of 360,000 active; in the data active = inhibition above about 37%
# Target sequence (P63165 whole entry, looked up): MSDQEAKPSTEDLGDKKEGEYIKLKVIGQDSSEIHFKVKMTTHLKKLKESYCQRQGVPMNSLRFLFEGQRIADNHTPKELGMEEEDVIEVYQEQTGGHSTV
# Rpn11 block – Rpn11 (human) deubiquitinase inhibition; 0.59% of 360,000 active; human 26S proteasome, Ub4-pepOG fluorescence polarization; 20S core pre-blocked with epoxomicin; O00487; calls only at 20 µM;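 active = inhibition at 20 µM, scaled to each plate's controls, above about 33%, limit read from the data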
# Target sequence (O00487 whole entry, looked up): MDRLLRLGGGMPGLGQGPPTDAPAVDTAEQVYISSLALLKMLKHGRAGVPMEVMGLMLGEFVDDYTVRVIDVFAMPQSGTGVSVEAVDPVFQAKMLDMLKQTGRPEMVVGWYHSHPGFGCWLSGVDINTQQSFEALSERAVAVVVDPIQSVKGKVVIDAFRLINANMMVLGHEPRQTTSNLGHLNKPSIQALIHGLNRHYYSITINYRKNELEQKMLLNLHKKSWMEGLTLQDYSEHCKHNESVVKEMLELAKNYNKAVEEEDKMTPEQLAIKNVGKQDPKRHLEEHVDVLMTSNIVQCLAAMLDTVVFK
# CSN inh – CSN deneddylation inhibition; Purified CSN, SCF-Nedd8-OG deneddylation, fluorescence polarization; inhibition, % at 12.5 µM; 0.38% of 360,000 active;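 active = pattern-corrected inhibition above about 35%, with an unprinted fluorescence ratio check between 0.5 and 1.5, limit read from the data, passing the limit was not always enough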;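 also: 0% = enzyme with substrate and 100% = substrate without enzyme; some results filed as inactive read as strong as hits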
# Target sequence (Q92905 whole entry, looked up, one chain of several): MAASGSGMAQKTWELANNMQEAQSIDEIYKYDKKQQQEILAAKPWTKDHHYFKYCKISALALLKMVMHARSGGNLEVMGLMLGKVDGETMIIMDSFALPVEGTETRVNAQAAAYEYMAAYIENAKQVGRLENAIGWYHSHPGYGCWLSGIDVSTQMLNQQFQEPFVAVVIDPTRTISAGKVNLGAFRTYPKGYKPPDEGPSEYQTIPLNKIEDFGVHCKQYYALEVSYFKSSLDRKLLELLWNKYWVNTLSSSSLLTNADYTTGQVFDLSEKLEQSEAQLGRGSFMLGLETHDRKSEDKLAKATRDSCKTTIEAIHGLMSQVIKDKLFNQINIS
#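 Assay system: purified human Csn5 enzyme expressed in HEK293T cells; measure: % inhibition; also added: SCFSkp2-Nedd8OG substrate at 10 nM final; technique: fluorescence polarization; times: reaction 90 min, room temperature; medium: Tris buffer pH 7.5, NaCl, DTT, Tween-20, trehalose, ovalbumin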
# DNMT1 block – inhibitors of human DNMT1; inhibition (reported as % activation of signal), % at 10 µM; AID 588458; DNMT1 molecular beacon, Hinp1I cleavage, fluorescence; P26358; 0.83% of 360,000 active; in the data active = inhibition above about 50%
# The depositor's hits bear a star; i = inactive; x = no result given.
smiles	NadD block	TbMetRS inhib	LMPTP block	STEP block	PABP1 MLLE inh	Scp1 inh	SUMO1-SIM PPI	Rpn11 block	CSN inh	DNMT1 block
COc1cccc(-c2ocnc2C(=O)Nc2ccc(N3CCOCC3)cc2N2CCOCC2)c1	2	0.4	4.0	1	6	-4	-3	i	0	-7
COCc1cc(C)n(CC(=O)NCc2ccccc2)c(=O)c1C#N	2	0.5	-1.9	-1	-15	-3	0	i	3	4
O=S(=O)([N-]c1nc2ccccc2nc1-[n+]1ccccc1)c1ccc(Cl)cc1	7	-0.7	-1.4	-4	6	2	-26	i	-3	-2
Cc1ccc2nc(N(CCCN(C)C)C(=O)c3ccc(Br)s3)sc2c1	-3	-0.7	0.3	1	12	0	-17	i	3	3
Cc1nc(NC2=NCN(CCCN3CCOCC3)CN2)nc2c(C)cccc12	-7	-0.7	-4.7	4	-5	-4	-4	i	7	-4
CCCc1nc2c(c(=O)c3ccccc3n2C)c(=O)n1C1CCCCCC1	12	-0.1	5.8	3	-1	2	-6	i	4	4
COc1ccc(CNC(=O)CN(c2ccc(OC)cc2)S(=O)(=O)c2c(C)nn(C)c2C)cc1	-3	1.0	-0.9	-1	-13	0	-2	i	-2	-3
c1ccc2c(c1)NC1(CCCC1)n1c-2nc2ccccc21	10	-0.9	-0.5	1	4	-4	1	i	2	1
CCN(CC)S(=O)(=O)c1cccc(NC(=O)COC(=O)c2cccs2)c1	-16	0.2	-0.3	-2	1	-6	0	i	-7	-3
CC(=O)COc1cc(C)cc2oc(=O)c(C)c(C)c12	-7	0.3	-1.9	-2	-15	-12	-9	i	2	1
Cc1ccc(OCc2nc(C#N)c(NCCCn3ccnc3)o2)cc1	-1	1.8	-2.7	-1	9	-5	5	i	0	2
COc1ccc(SCCC(=O)NCc2ccncc2)cc1	-8	0.3	0.8	2	4	0	2	i	1	-1
N#CCC(=O)Nc1ccc(C(=O)NCCc2c[nH]c3ccccc23)cc1	15	-0.4	1.8	0	-19	-5	4	i	3	-16
COc1ccc(C(=O)NCC23C=CC(O2)C2C(=O)N(Cc4ccccc4)C(=O)C23)cc1 (stereo not drawn)	3	-0.3	2.2	7	9	-7	4	i	1	0
COc1ccc2c(CSc3nc4nc(C)cc(C)n4n3)cc(=O)oc2c1	8	-0.3	0.5	2	5	-3	-9	i	-1	-7
COc1cc2c(-c3ccc4[nH]ccc4c3)c(-c3ccc(C#N)cc3)oc(=O)c2cc1OC	1	-0.4	-0.2	-5	11	-5	-17	i	-5	-11
O=C(NCCCN1CCOCC1)c1cc2c(s1)CSC2	-2	0.2	0.0	3	21	-11	-3	i	-5	-4
COc1ccc(C(=O)Nc2cccc([N+](=O)[O-])c2)cc1Br	-4	-1.1	2.1	2	-3	6	3	i	11	7
CCOc1ccc(N2CC(C(=O)NCCN3C(=O)S/C(=C/c4cccnc4)C3=O)CC2=O)cc1 (stereo not drawn)	2	0.0	0.4	2	-49	9	-36	i	4	-1
CC1CCCC(NC(=O)C2CCN(S(=O)(=O)N3CCOCC3)CC2)C1C (stereo not drawn)	-1	-0.4	2.0	-4	-4	-7	-7	i	0	-1
COc1ccc(C2=NN(c3nc4ccccc4s3)C(=O)C2)cc1	8	-0.8	2.7	0	21	-2	6	i	0	-8
O=S(=O)(Nc1cccc(-c2ccc(N3CCCCCC3)nn2)c1)c1ccccc1F	12	-0.2	2.9	0	-8	1	-16	i	4	-12
Nc1ccc(C(=O)N/N=C/c2ccc(N3CCOCC3)s2)cc1	-3	-0.4	-0.6	0	18	-11	-22	i	3	-2
CCOc1ccc(NC(=O)CCSc2ccc3ccccc3n2)cc1	1	-1.9	-1.3	-8	6	8	-32	i	1	1
CCn1c(SCC(=O)C(C)(C)C)nnc1-c1cnccn1	-3	-1.3	-0.9	0	-14	2	-1	i	0	5
CCC1(c2ccccc2)NC(=O)N(CC(=O)N(c2ccccc2)C2CCS(=O)(=O)C2)C1=O (stereo not drawn)	-1	-0.1	-4.0	-4	-20	-8	4	i	0	-1
Cc1ccc(Nc2nc(C)cc(C)c2C(N)=O)c(C)c1	-7	0.6	-1.3	0	5	-3	1	i	-2	6
COCCN(Cc1nc(C(c2ccccc2)c2ccccc2)no1)C(C)C	-4	-0.2	1.4	0	1	-5	4	i	-4	0
O=C(Cc1ccccc1)Nc1cccc([N+](=O)[O-])c1	-4	0.0	-2.0	-1	-1	-7	-16	i	4	0
O=C(O)COc1ccc(/C=C/C(=O)c2ccc(C3CCCCC3)cc2)cc1	10	-0.3	0.7	4	11	1	3	i	30	14

# Other compounds.
# Every second line gives: NadD block | TbMetRS inhib | LMPTP block | STEP block | PABP1 MLLE inh | Scp1 inh | SUMO1-SIM PPI | Rpn11 block | CSN inh | DNMT1 block
- CN1CCN(c2ccc(NC(=S)NC(=O)c3cccc4c(Br)cccc34)cc2)CC1
    8 | 0.0 | -0.8 | 16 | 20 | 1 | -41 | i | -1 | 1
- CCOC(=O)NC1(C(F)(F)F)NC(=O)N(Cc2ccco2)C1=O (stereo not drawn)
    -3 | -1.0 | 0.7 | -3 | 26 | -4 | -2 | i | 3 | 0
- CC(=NNC(=O)c1cccc(S(=O)(=O)N2CCCC2)c1)c1ccccc1
    -6 | -0.5 | -1.0 | 0 | -9 | 2 | 1 | i | -1 | 1
- COc1ccc(/C=N/Nc2nc(Nc3ccccc3)nc(N3CCCCC3)n2)cc1OC
    5 | -0.3 | 2.1 | 0 | 2 | 5 | -6 | i | 1 | -8
- Cc1ccc(NC(=O)CSc2nc3ccccc3c(=O)n2CCCC(=O)NCCCN2CCOCC2)cc1
    -15 | -0.5 | 0.6 | -4 | 4 | -4 | -1 | i | 1 | -1
- CN(CCc1nc2ccccc2[nH]1)Cc1nc(CC2CC2)no1
    -3 | 0.9 | -1.2 | -3 | -9 | -4 | 1 | i | 2 | 1
- Cc1cc(NC(=O)c2ccc(Cl)cc2)ccc1NC(=O)c1ccccc1Cl
    -2 | -1.6 | 0.2 | -1 | -3 | 3 | 3 | i | -4 | 1
- COCCN1C(=O)N[C@@H](CCc2ccccc2)[C@H](C(=O)OC)[C@H]1C
    1 | -0.5 | 0.2 | -2 | -10 | 2 | -2 | i | 0 | 0
- O=C(N[C@@H](Cc1ccccc1)C(=O)OCc1ccccc1)c1nc[nH]c1C(=O)N1CCN(c2ccccc2)CC1
    30* | -0.5 | 1.3 | 0 | -30 | 1 | 0 | i | -1 | -16
- COC(=O)C1=CN(c2ccc(C)cc2)C(N)=C(C#N)C1c1ccc(OC)cc1 (stereo not drawn)
    x | -1.2 | -1.7 | x | x | x | -13 | x | -4 | x
- O=C1C2C3C=CC(C3)C2C(=O)N1Nc1ccc([N+](=O)[O-])cc1[N+](=O)[O-] (stereo not drawn)
    -3 | 0.2 | -2.8 | 0 | 10 | -2 | -33 | i | 6 | -5
- CCC(CC)c1nnc(NC(=O)CN2C(=O)c3ccccc3C2=O)s1
    -2 | 0.2 | -0.1 | -1 | 9 | -3 | -4 | i | -3 | 0
- Cc1ccccc1/C=N/NC(=O)Cn1cnc([N+](=O)[O-])n1
    3 | -0.5 | 1.3 | 0 | -1 | -9 | -13 | i | -1 | 9
- CN(CC(=O)NCC(c1ccccc1)N1CCCC1)S(=O)(=O)c1ccc(Cl)cc1 (stereo not drawn)
    -3 | -0.1 | -0.6 | -1 | -1 | -7 | -10 | i | 2 | 0

# Shown with the structure last: entries from further up.
NadD block	TbMetRS inhib	LMPTP block	STEP block	PABP1 MLLE inh	Scp1 inh	SUMO1-SIM PPI	Rpn11 block	CSN inh	DNMT1 block	Molecule
-6	-0.5	-1.0	0	-9	2	1	i	-1	1	CC(=NNC(=O)c1cccc(S(=O)(=O)N2CCCC2)c1)c1ccccc1
5	-0.3	2.1	0	2	5	-6	i	1	-8	COc1ccc(/C=N/Nc2nc(Nc3ccccc3)nc(N3CCCCC3)n2)cc1OC
-15	-0.5	0.6	-4	4	-4	-1	i	1	-1	Cc1ccc(NC(=O)CSc2nc3ccccc3c(=O)n2CCCC(=O)NCCCN2CCOCC2)cc1
-3	0.9	-1.2	-3	-9	-4	1	i	2	1	CN(CCc1nc2ccccc2[nH]1)Cc1nc(CC2CC2)no1
-2	-1.6	0.2	-1	-3	3	3	i	-4	1	Cc1cc(NC(=O)c2ccc(Cl)cc2)ccc1NC(=O)c1ccccc1Cl
1	-0.5	0.2	-2	-10	2	-2	i	0	0	COCCN1C(=O)N[C@@H](CCc2ccccc2)[C@H](C(=O)OC)[C@H]1C
30*	-0.5	1.3	0	-30	1	0	i	-1	-16	O=C(N[C@@H](Cc1ccccc1)C(=O)OCc1ccccc1)c1nc[nH]c1C(=O)N1CCN(c2ccccc2)CC1
x	-1.2	-1.7	x	x	x	-13	x	-4	x	COC(=O)C1=CN(c2ccc(C)cc2)C(N)=C(C#N)C1c1ccc(OC)cc1 (stereo not drawn)
-3	0.2	-2.8	0	10	-2	-33	i	6	-5	O=C1C2C3C=CC(C3)C2C(=O)N1Nc1ccc([N+](=O)[O-])cc1[N+](=O)[O-] (stereo not drawn)
-2	0.2	-0.1	-1	9	-3	-4	i	-3	0	CCC(CC)c1nnc(NC(=O)CN2C(=O)c3ccccc3C2=O)s1
3	-0.5	1.3	0	-1	-9	-13	i	-1	9	Cc1ccccc1/C=N/NC(=O)Cn1cnc([N+](=O)[O-])n1
-3	-0.1	-0.6	-1	-1	-7	-10	i	2	0	CN(CC(=O)NCC(c1ccccc1)N1CCCC1)S(=O)(=O)c1ccc(Cl)cc1 (stereo not drawn)

# Taken from above.
# CCC(CC)c1nnc(NC(=O)CN2C(=O)c3ccccc3C2=O)s1 in DNMT1 block reads 0
# CC(=NNC(=O)c1cccc(S(=O)(=O)N2CCCC2)c1)c1ccccc1 in NadD block reads -6
